From PubChem BioAssay
GPR7 antag: blocks human GPR7 receptor signaling. inhibition, % at 4.4 µM. AID 1861. GPR7-expressing cells, fluorescence antagonist assay. P48145. 1.1% of 290,000 active; in the data active means inhibition above about 16%, passing the limit was not always enough;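 further: cells stimulated with the agonist NPW; 0% = agonist with vehicle and 100% = vehicle without agonist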
M1 PAM parental: nonselective activator or artifact in parental CHO-K1 calcium assay. ATP EC20, Fluo-8 calcium fluorescence; 0% at ATP EC20, 100% at ATP max. activation, % at 3 µM. 0.02% of 360,000 active;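 active means activation above the run cutoff, the mean activation of all test compounds plus 3 SD, cut at about 40% in these data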;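 further: peak over basal fluorescence ratio in a 140 s read after ATP addition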
CHO parental Ca: counter-screen: ATP calcium response change in parental CHO cells | parental CHO-K1, ATP-induced calcium, Fluo-8 fluorescence | 0.63% of 330,000 active | inhibition, % at 5.6 µM;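 active means inhibition above that plate's mean sample inhibition plus 3 SD, cut at about 26% in these data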;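 further: 0% = ATP-challenged DMSO wells and 100% = DMSO wells without ATP; some compounds past the cut are filed as inactive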
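material = parental CHO cells | also added = ATP as calcium-mobilizing challenge | dosing = single point at 5.6 µM | detection = intracellular calcium via Fluo-8 no-wash fluorescent dye | read-out = % inhibition | benchmarks = low control ATP plus DMSO, high control DMSO only | repeats = one well per compound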
OXTR agonist: agonists of human oxytocin receptor | P30559 | CHO-OTR cells, Fluo-8 calcium fluorescence; normalized: DMSO 0%, oxytocin 100% | activation, % at 3 µM | 0.32% of 320,000 active;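 active means activation above the mean of all tested compounds plus 3 SD, cutoff set per screening run, cut at about 20% in these data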;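 further: peak over basal fluorescence ratio from a 100 s FLIPR kinetic read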
Target sequence (P30559 whole entry, looked up): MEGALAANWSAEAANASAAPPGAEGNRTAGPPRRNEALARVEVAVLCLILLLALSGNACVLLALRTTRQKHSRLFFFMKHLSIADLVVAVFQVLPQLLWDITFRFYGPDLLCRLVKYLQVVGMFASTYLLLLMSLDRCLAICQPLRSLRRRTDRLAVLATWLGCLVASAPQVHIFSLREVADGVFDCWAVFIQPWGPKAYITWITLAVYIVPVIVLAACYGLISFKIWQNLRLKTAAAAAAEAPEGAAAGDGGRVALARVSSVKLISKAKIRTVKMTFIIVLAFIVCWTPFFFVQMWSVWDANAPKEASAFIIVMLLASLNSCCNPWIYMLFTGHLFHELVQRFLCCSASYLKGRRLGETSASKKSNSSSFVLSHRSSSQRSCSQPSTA
V1R ag counter: activates human V1a receptor in oxytocin agonist counter-screen; activation, % at 3 µM; CHO-V1R cells, Fluo-8 calcium fluorescence, agonist mode; 0% DMSO, 100% 3 nM vasopressin; P37288; 0.25% of 320,000 active;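 active means activation above the mean activation of all tested compounds plus 3 SD, per screening run, cut at about 20% in these data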;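 further: signal is peak over basal fluorescence ratio across a 100 second FLIPR read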
Target sequence (P37288 whole entry, looked up): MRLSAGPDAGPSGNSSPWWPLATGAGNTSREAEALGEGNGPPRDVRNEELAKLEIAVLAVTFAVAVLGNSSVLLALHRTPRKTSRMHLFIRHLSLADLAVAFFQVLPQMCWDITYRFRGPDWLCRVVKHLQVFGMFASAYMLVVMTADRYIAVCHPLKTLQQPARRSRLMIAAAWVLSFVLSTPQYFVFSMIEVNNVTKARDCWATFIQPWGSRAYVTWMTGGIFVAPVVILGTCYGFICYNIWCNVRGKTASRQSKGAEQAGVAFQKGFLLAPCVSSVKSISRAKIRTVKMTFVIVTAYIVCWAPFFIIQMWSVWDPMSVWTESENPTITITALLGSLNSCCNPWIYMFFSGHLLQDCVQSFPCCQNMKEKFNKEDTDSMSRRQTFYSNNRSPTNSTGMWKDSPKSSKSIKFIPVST
OXTR potentiate: potentiators of human oxytocin receptor. P30559. CHO-OTR cells, Fluo-8 calcium fluorescence, potentiator mode; 0% = oxytocin EC15, 100% = EC100. activation, % at 3 µM. 0.061% of 320,000 active. AID 2445;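 active means activation above that plate's cutoff, the mean activation of tested compounds plus 3 SD, cut at about 6.6% in these data, passing the limit was not always enough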;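 further: 100% uses oxytocin at 75 nM as the full agonist control; some results filed as inactive read as strong as hits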
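assay system = CHO-OTR cells, human receptor | schedule = compound 6 min at room temperature before oxytocin, 100 s read | detection = Fluo-8 intracellular calcium fluorescence, ex 470-495, em 515-575 nm | evaluation = normalized max/min fluorescence ratio, % activation | control set = EC15 oxytocin alone as 0%, 75 nM oxytocin (EC100) as 100%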
M1 ag parental: nonselective activator or artifact in parental CHO-K1 cells. activation, % at 3 µM. AID 602248. Fluo-8 calcium fluorescence; scaled to maximal ATP response, vehicle zero. 0.48% of 360,000 active; in the data active means activation above about 15%;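 further: untransfected CHO-K1 host cells lacking M1 receptor as counterscreen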
TAAR1 antag: human TAAR1 antagonism. Q96RJ0. CHO RD-HGA16 TAAR1, Fluo-8 calcium fluorescence, antagonist. inhibition, % at 3 µM. 1.5% of 360,000 active;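 active means inhibition above a per-plate cutoff, the mean inhibition of test compounds on that plate plus 3 SD, cut at about 49% in these data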;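 further: 0% = DMSO plus EC80 beta-PEA response and 100% = DMSO alone without agonist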
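Material: RD-HGA16 CHO cells with stable hTAAR1 and Gα16; Dosing: single nominal final test compound concentration of 3 µM; Schedule: seeding 17-24 h prior, 75-min 37 °C, 30-min RT dye loading; Detection: kinetic Fluo-8 calcium fluorescence measurement; Measure: % inhibition from peak post-agonist over basal fluorescence ratio; Benchmarks: vehicle and agonist controls.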
CHO-K1 Ca antag: M1 antagonist counterscreen hit in parental CHO-K1 cells; ATP-induced calcium, Fluo-8 fluorescence; inhibition, % at 3 µM; 0.6% of 360,000 active;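 active means inhibition above a per-plate cutoff, the plate's mean sample inhibition plus 3 SD, cut at about 24% in these data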;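 further: 0% = DMSO plus EC80 ATP and 100% = DMSO alone without ATP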
An asterisk follows results filed as active; / = not tested or not shown. Outcome played no part in choosing rows (roughly 3.5% active in at least one column).

The opening 3 compounds, ahead of the listing:
SMILES | GPR7 antag | M1 PAM parental | CHO parental Ca | OXTR agonist | V1R ag counter | OXTR potentiate | M1 ag parental | TAAR1 antag | CHO-K1 Ca antag
O=C(CSCc1ccc(F)cc1)Nc1ccccc1C(=O)N1CCOCC1 | -2.2 | 18.7 | -22.3 | -0.1 | 0.1 | -4.8 | 0.8 | -15.9 | -9.6
Clc1cccc(Cl)c1CNCCCSc1ncccn1 | 1.9 | 12.0 | -13.2 | 0.1 | 0.4 | -8.7 | 1.1 | -7.4 | -8.3
COc1ccccc1C(C(=O)NCc1ccccc1)N(C(=O)c1csnn1)C1CC1 (stereo not drawn) | -6.0 | -17.5 | -23.4 | 0.9 | -0.5 | -2.0 | 1.7 | -7.0 | -12.0

The whole of this part (from the top)
SMILES | GPR7 antag | M1 PAM parental | CHO parental Ca | OXTR agonist | V1R ag counter | OXTR potentiate | M1 ag parental | TAAR1 antag | CHO-K1 Ca antag
O=C(CSCc1ccc(F)cc1)Nc1ccccc1C(=O)N1CCOCC1 | -2.2 | 18.7 | -22.3 | -0.1 | 0.1 | -4.8 | 0.8 | -15.9 | -9.6
Clc1cccc(Cl)c1CNCCCSc1ncccn1 | 1.9 | 12.0 | -13.2 | 0.1 | 0.4 | -8.7 | 1.1 | -7.4 | -8.3
COc1ccccc1C(C(=O)NCc1ccccc1)N(C(=O)c1csnn1)C1CC1 (stereo not drawn) | -6.0 | -17.5 | -23.4 | 0.9 | -0.5 | -2.0 | 1.7 | -7.0 | -12.0
Cc1nnc(SCC(=O)Nc2sc3c(c2C(N)=O)CCCC3)[nH]c1=O | -9.4 | 14.1 | -6.2 | 0.7 | -0.5 | -10.7 | 0.1 | -2.5 | -6.2
CCCNC(=S)Nc1cc2oc3ccccc3c2cc1OC | -3.6 | 3.5 | -10.2 | -0.6 | -1.0 | -3.4 | 1.4 | -3.0 | -7.9
O=S1(=O)CCN(C2CCCCCCC2)CC1 | / | 10.6 | / | / | / | / | 0.6 | 5.0 | -5.5
CN1OC[C@@H]2CN(C(=O)c3cccc4ccccc34)[C@H](c3ccc(N4CCCCC4)cc3)C[C@@H]21 | / | 5.7 | / | / | / | / | 9.0 | -13.8 | 16.5
COc1ccccc1OCC(=O)NNC(=O)C(=O)N1CCCC1 | -7.2 | 7.8 | 4.2 | 0.2 | -1.1 | -1.8 | 0.2 | 0.0 | -8.3
Cc1cccc(NC(=O)/C(=C\c2cccs2)NC(=O)c2ccccc2)c1 | -9.8 | 16.6 | -5.0 | 0.1 | -0.1 | -9.0 | 13.0 | / | 0.2
CCCNC(=O)C1(C)CCN(CCS(=O)(=O)c2ccc(C)cc2)C1 (stereo not drawn) | / | 18.6 | / | / | / | / | 1.1 | -4.7 | -9.0
Cc1cc(NC(=O)CSc2ccc3c(c2)OCCO3)no1 | -7.8 | 18.9 | -7.8 | 0.3 | 1.9 | -8.0 | 0.0 | -0.2 | -11.3
COc1ccc(CCNC(=O)c2cc(S(=O)(=O)N(C)C)ccc2N2CCCC2)cc1 | -4.8 | -10.4 | -15.2 | 1.1 | -0.4 | -1.2 | 1.2 | 18.3 | -1.7
COc1ccc(C(=O)NNC(=O)CSc2nnc(C(C)C)n2C)cc1 | -9.6 | 15.2 | 16.7 | -0.1 | 0.0 | -3.9 | 1.5 | 4.8 | -24.9
CC12CC3(C)CC(C)(C1)CC(C(N)=O)(C2)C3 | -6.9 | 6.2 | -7.6 | 0.7 | -0.1 | 2.9 | 0.0 | -9.4 | -6.9
CN(C)S(=O)(=O)N1CCc2ccc(NC(=O)c3ccccc3Cl)cc2C1 | -16.6 | -6.7 | 1.9 | 1.8 | 5.7 | -5.0 | 3.3 | 2.0 | -3.7
COc1cc2c(cc1OC)C(Cc1ccc(O)cc1)NCC2 (stereo not drawn) | 1.3 | 24.4 | -5.2 | 0.0 | 0.1 | -4.9 | 2.2 | -5.0 | -19.4
O=C1c2ccccc2C(=O)N1CSc1nnc(Nc2ccccc2F)s1 | -12.6 | 7.5 | -6.3 | -1.1 | 1.7 | -7.0 | 3.1 | 15.4 | -2.8
COc1ccc2cc(/C(C)=N/NC(=O)c3cc(C)oc3C)ccc2c1 | / | 15.7 | / | / | / | / | 0.6 | -0.4 | -9.8
Cc1ccccc1-n1c(-c2csc(C)c2C)n[nH]c1=S | -14.0 | 26.7 | -13.1 | -2.3 | -0.8 | -10.0 | 0.0 | -25.2 | -15.7
CNC(=O)OCN1C(=O)C2CC=CCC2C1=O (stereo not drawn) | / | 14.7 | / | / | / | / | 0.4 | -13.6 | -10.8
CCCOC(=O)c1cccc(NC(=O)c2cccnc2)c1 | -10.2 | -6.6 | -21.9 | -1.4 | -0.5 | -15.4 | 1.1 | 3.0 | 8.8
CCCCN(C(=O)C1COc2ccccc2O1)c1c(N)n(CCC)c(=O)[nH]c1=O (stereo not drawn) | / | -20.1 | -8.7 | -0.5 | 0.0 | 0.2 | 0.0 | 3.5 | 4.8
NC(=O)NC(=O)COC(=O)c1ccc2noc(-c3ccccc3)c2c1 | -5.1 | 1.3 | -0.9 | -0.2 | -1.0 | 0.1 | 0.6 | -11.7 | -7.7
O=C(CN1CCC(C(=O)c2ccc(F)cc2)CC1)Nc1ccccc1 | -6.4 | 3.3 | -15.1 | 5.2 | 3.5 | -6.5 | 3.9 | 5.9 | -16.1
O=S(=O)(NC1=NCCCCC1)c1ccc(Cl)cc1 | -9.0 | -19.5 | -9.4 | -0.6 | -0.6 | -7.7 | 0.2 | -21.4 | 4.5
CC(C)N(Cc1nc(-c2ccccc2)no1)C(=O)C(C)(C)C | -7.6 | 7.4 | -16.1 | -1.5 | -0.8 | 1.9 | 0.5 | -9.0 | -7.2
COc1ccc(NC(=O)CC2C(=O)N(Cc3ccco3)C(=S)N2C(C)C)cc1 (stereo not drawn) | 1.2 | -6.3 | -8.2 | 5.0 | 2.5 | -3.0 | 4.2 | 6.3 | -3.9
CCC(C)(C)NC(=S)Nc1ccc(-c2nc3ccc(C)cc3s2)cc1 | -5.5 | 16.6 | -9.1 | -1.4 | -0.4 | 1.2 | -0.3 | -21.9 | -1.9
Cc1cccc(OCCC(=O)OC(C)C(=O)Nc2ccc(Cl)cn2)c1 (stereo not drawn) | / | 10.6 | -9.8 | -0.6 | -0.1 | -9.3 | 0.9 | 34.1 | -6.2
COc1ccccc1CCn1c(N)c(C#N)c2nc3ccccc3nc21 | -6.5 | -6.8 | -7.5 | 1.6 | 1.8 | -5.2 | 5.3 | 12.5 | -15.1
CCN(CC(=O)NCc1ccc(F)cc1)C(=O)C1CCN(C(=O)Nc2ccccc2)CC1 | -9.8 | 19.1 | -11.2 | 0.3 | 1.2 | -1.9 | 0.8 | -24.4 | -6.6
O=C(Cc1c(F)cccc1Cl)OCC(=O)N1CCN(c2ccccc2)CC1 | / | 11.4 | -11.1 | 4.5 | 3.8 | -6.3 | 0.9 | 9.4 | -4.8
CCCCNC(=O)C1(C)CCN1Cc1ccc(C#N)cc1 (stereo not drawn) | / | 19.0 | / | / | / | / | 1.9 | -36.4 | 0.3
O=C(CCC(=O)Nc1ccccc1)NNS(=O)(=O)c1ccc(Cl)cc1 | -6.2 | 7.5 | / | / | / | / | 1.2 | -31.1 | -8.8
NC(=O)C1(Nc2ccc(C(=O)O)cc2)CCCC1 | / | 15.1 | / | / | / | / | 1.7 | -3.7 | -9.5
COC(=O)/C=C1/SC(=NC(=O)c2ccc(F)cc2)NC1=O | -20.1 | 12.5 | -16.4 | 0.6 | 0.3 | -2.2 | 0.4 | -17.5 | -11.4
NC(=O)c1ccccc1NC(=O)COc1ccc(Cl)cc1 | -5.6 | -9.6 | -1.7 | -0.6 | 1.6 | -7.8 | 10.7 | 6.4 | 0.7
COc1cccc(NC(=O)CN(C)C(=O)c2ccc(N3CCOCC3)c([N+](=O)[O-])c2)c1 | / | 1.1 | -14.9 | 0.7 | 0.0 | -8.3 | 0.5 | -19.0 | 6.7
Cc1ccc(C(=O)N(CC(=O)NC2CCCC2)c2ccc(F)cc2)s1 | 12.5 | 15.1 | -18.3 | -0.6 | 1.1 | -4.0 | -0.4 | 0.3 | 10.7
CCCCCCCCN1[C@@H](CC(=O)O)c2ccc(C(F)(F)F)cc2S1(=O)=O | / | 8.0 | -22.2 | 0.4 | -0.6 | -7.4 | 0.0 | 4.2 | -10.7
COc1ccc(OC)c(C2=NOC(C(=O)Nc3c(C)n(C)n(-c4ccccc4)c3=O)C2)c1 (stereo not drawn) | / | 8.5 | 5.1 | -1.5 | 0.1 | -1.3 | 1.2 | 1.3 | 10.7
O=c1[nH]c(-c2ccncc2)nc2ccccc12 | -12.6 | 8.0 | -7.0 | 1.2 | 2.1 | 2.4 | 1.3 | 2.5 | 3.4
CN(C1CC(C)(C)NC(C)(C)C1)S(=O)(=O)CC12CCC(CC1=O)C2(C)C (stereo not drawn) | -15.8 | 12.9 | -18.0 | 0.2 | 0.4 | -5.2 | 0.2 | -15.1 | -13.6
Cc1cc(C)c2cc(CN(Cc3ccc4c(c3)OCO4)Cc3nnnn3Cc3ccco3)c(=O)[nH]c2c1 | -8.3 | 16.2 | -28.3 | 1.4 | 1.1 | -28.0 | 0.4 | 34.1 | -3.9
Nc1nc(CN2CCN(c3ccccc3F)CC2)nc(N2CCCc3ccccc32)n1 | -11.4 | 15.5 | -3.3 | -0.1 | 0.1 | -13.8 | 2.6 | 17.0 | -10.4
COc1ccc(Cl)cc1C(=O)OCC(=O)Nc1sccc1C(N)=O | / | 14.2 | -17.3 | 3.4 | 3.6 | -7.7 | 8.6 | 56.7* | -7.7
CCOC(=O)C1=CCN(S(=O)(=O)c2ccc(C)cc2)C1c1ccccc1F (stereo not drawn) | / | -8.7 | / | / | / | / | -0.2 | 10.7 | 23.6
CC1(O)c2ccccc2C(=O)N1Cc1ccccc1 (stereo not drawn) | 12.2 | -6.0 | 2.9 | -1.8 | -1.8 | -2.9 | -0.6 | 1.8 | 27.1*
CC(C)(C)OC(=O)N1CCCC(C(=O)Nc2cccc(C(=O)NCCCc3ccccc3)c2)C1 (stereo not drawn) | / | 1.4 | / | / | / | / | 8.3 | 48.8* | 11.4
CCOC(=O)c1ccc(NC(=O)Cn2c(-c3nonc3N)nc3ccccc32)cc1 | -1.9 | 10.9 | -3.1 | 0.9 | 0.0 | -1.2 | -0.2 | -6.7 | -17.1
O=C(/C=C/c1ccc(O)c(O)c1)OC1C(O)CC(OC(=O)/C=C/c2ccc(O)c(O)c2)(C(=O)O)CC1O (stereo not drawn) | -1.9 | 7.6 | -9.5 | 0.2 | -1.1 | 0.5 | 14.0 | -6.0 | 18.6
CC1CCN(c2c(NCc3ccc(C(=O)NCC4COc5ccccc5O4)cc3)c(=O)c2=O)CC1 (stereo not drawn) | -0.6 | 13.9 | -8.7 | 0.6 | -0.6 | -5.8 | 0.0 | -11.4 | 1.7
